Bioassay records as filed in PubChem.
ADAM10 inh = human ADAM10 inhibitors, primary screen, biochemical, QFRET, HTS; Disintegrin and metalloproteinase domain-containing protein 10 (Homo sapiens), O14672; recombinant ADAM10, EDANS/DABCYL FRET peptide cleavage, 3 h; inhibition, % at 7 µM; 0.62% of 370,000 active; AID 720582, 2013;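 active means inhibition above a per-campaign cutoff equal to the mean of compounds falling between control-based bounds plus 3 SD, cut at about 20% in these data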;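 further: 0% = DMSO wells while the 100% control is not disclosed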
NPR1 activator = GC-A stimulated cGMP production enhancers – HEK293 GC-A cells, cGMP TR-FRET, EC30 ANP, primary screen; activation, % at 10 µM; 0% at EC30 ANP, 100% saturating ANP; Atrial natriuretic peptide receptor 1 (Homo sapiens), P16066; 0.14% of 370,000 active; in the data active means activation above about 40%
PG9 binder = binders of HIV-1 gp120 antibody PG9, primary screen, biochemical, TR-FRET. HIV-1 gp120 / PG9 antibody interaction. AID 624416, 2012. inhibition, % at 6.7 µM. TR-FRET gp120-PG9 antibody binding. 0.43% of 360,000 active; in the data active means inhibition above about 8.5%
ssDAF12 agonist = S. stercoralis DAF-12 nuclear receptor activators, primary screen, cell-based, luminescence, HEK293, GRIP1 co-expression, lit1-tk-luc | Nuclear hormone receptor DAF-12 (Strongyloides stercoralis) | HEK293 ssDAF-12/GRIP1 lit1-tk-luc reporter; % of 3 µM dafachronic acid response | activation, % at 6.8 µM | 1% of 370,000 active;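 active means activation above the mean over all tested compounds plus 3 SD, cut at about 0.9% in these data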;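 further: 0% = DMSO-only wells and 100% = 3 µM delta7-dafachronic acid wells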
ADAM17 inh = ADAM17 inhibitors, primary screen, biochemical, QFRET | AID 720648, 2013 | inhibition, % at 6.95 µM | Disintegrin and metalloproteinase domain-containing protein 17 (Homo sapiens), P78536 | 0.83% of 370,000 active | recombinant ADAM17, EDANS/DABCYL FRET peptide cleavage;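 active means inhibition above the mean of compounds lying between control limits plus 3 SD, set per campaign, cut at about 8.5% in these data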;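 further: 0% = DMSO-only wells as the low control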
Target sequence (P78536 215-824 limits assumed): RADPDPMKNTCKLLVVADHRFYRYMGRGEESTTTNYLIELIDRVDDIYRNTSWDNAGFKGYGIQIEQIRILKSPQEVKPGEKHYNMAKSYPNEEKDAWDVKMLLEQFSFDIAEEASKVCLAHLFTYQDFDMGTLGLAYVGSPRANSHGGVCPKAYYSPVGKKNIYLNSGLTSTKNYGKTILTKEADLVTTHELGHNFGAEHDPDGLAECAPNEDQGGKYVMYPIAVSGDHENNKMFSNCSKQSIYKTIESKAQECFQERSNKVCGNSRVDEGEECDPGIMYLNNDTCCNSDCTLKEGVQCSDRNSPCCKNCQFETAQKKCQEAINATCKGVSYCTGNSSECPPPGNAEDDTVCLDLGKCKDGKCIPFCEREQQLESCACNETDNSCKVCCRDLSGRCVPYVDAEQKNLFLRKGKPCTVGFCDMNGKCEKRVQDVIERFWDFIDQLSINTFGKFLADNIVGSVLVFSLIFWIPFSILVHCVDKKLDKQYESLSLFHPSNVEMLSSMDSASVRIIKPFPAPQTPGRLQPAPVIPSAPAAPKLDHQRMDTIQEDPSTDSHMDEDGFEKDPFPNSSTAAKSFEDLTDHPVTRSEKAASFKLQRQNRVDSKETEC
hcDAF12 agonist = H. contortus DAF-12 nuclear receptor activators, primary screen, cell-based, luminescence, HEK293, lit1-tk-luc reporter; activation, % at 6.8 µM; 1.4% of 370,000 active; AID 652067, 2013; HEK293 hcDAF-12 lit1-tk-luc reporter; 0% DMSO, 100% Δ7-dafachronic acid;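 active means activation above the mean of all tested compounds plus 3 SD, cut at about 5.5% in these data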;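 further: 100% = response to 3 µM Δ7-dafachronic acid high control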
hgDAF12 agonist = H. glycines DAF-12 receptor agonists, primary screen, cell-based, luminescence, HEK293, GAL4 fusion, UAS-luciferase; 1.8% of 370,000 active; Nuclear hormone receptor DAF-12 (Heterodera glycines), GAL4 fusion; HEK293 GAL4-hgDAF12 UAS-luciferase reporter, agonist luminescence; normalized to butyrate control; activation, % at 6.8 µM;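 active means activation above a cutoff set at the mean of all screened compounds plus 3 SD, cut at about 10% in these data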;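 further: 0% = DMSO wells and 100% = sodium butyrate wells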
FXN GAA850 act = FXN promoter activators, primary screen, cell-based, luciferase luminescence, HEK293 lucGAA850; 0.56% of 360,000 active; activation, % at 6 µM; AID 540364, 2011; HEK293 lucGAA850 FXN promoter luciferase reporter, 24 h; percent of 10 µM SAHA response;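 active means activation above the average of all compounds screened plus 3 SD, cutoff fixed separately per campaign, cut at about 7.5% in these data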;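 further: 0% = DMSO wells and 100% = 10 µM SAHA wells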
DAX1 inh-1 = DAX1 (NR0B1) inhibitors on StAR promoter, primary screen, cell-based, luminescence, SF-1 (NR5A1), full-length DAX-1; 1.1% of 370,000 active; inhibition, % at 6.8 µM; AID 652010, 2013; HEK293T StAR-luciferase reporter, SF-1/DAX-1 repression relief;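 active means inhibition above the mean over all tested compounds plus 3 SD, cut at about 3.6% in these data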;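 further: 0% = DAX-1 cells with DMSO and 100% = cells lacking DAX-1 with DMSO; higher inhibition means more luminescence from relief of DAX-1 repression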
DAX1 inh-2 = DAX1 (NR0B1) inhibitors, primary screen, cell-based, HEK293, Gal4-DAX1, luciferase luminescence | Nuclear receptor subfamily 0 group B member 1 (Homo sapiens), P51843 | HEK293 Gal4-DAX1 luciferase reporter | inhibition, % at 6.75 µM | 0.99% of 340,000 active | AID 504766, 2011;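 active means inhibition above the mean over all tested compounds plus 3 SD, cut at about 4.2% in these data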;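 further: 0% = DAX1-transfected cells with DMSO and 100% = empty-vector control cells with DMSO; inhibition shows as a rise in luminescence from relieved DAX1 repression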
Target sequence (P51843 207-470 limits assumed): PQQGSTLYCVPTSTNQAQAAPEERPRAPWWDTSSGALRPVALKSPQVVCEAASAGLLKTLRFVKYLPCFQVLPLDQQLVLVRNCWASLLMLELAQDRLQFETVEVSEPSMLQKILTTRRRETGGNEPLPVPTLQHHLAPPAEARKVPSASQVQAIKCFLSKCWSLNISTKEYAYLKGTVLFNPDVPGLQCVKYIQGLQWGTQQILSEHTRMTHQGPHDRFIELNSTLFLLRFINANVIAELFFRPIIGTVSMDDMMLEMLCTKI
SMARCA2 activ = SMARCA2 (BRM) function activators, primary screen, cell-based, luminescence, high throughput; MG213 cells, MMTV-luciferase reporter, dexamethasone, overnight; activation, % at 9.1 µM; 1% of 370,000 active; in the data active means activation above about 7.8%;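 further: 0% = vehicle wells and 100% = reference activator wells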
An asterisk follows results filed as active; . = no result given.

canonical_smiles	SMARCA2 activ	FXN GAA850 act	hgDAF12 agonist	ADAM10 inh	ssDAF12 agonist	DAX1 inh-1	NPR1 activator	PG9 binder	hcDAF12 agonist	ADAM17 inh	DAX1 inh-2
COc1ccc(-c2nc(SCC(=O)NC3CCCC3)c(-c3ccc(OC)cc3)[nH]2)cc1	-1	-1.6	-1.7	-20	-1.9	1.0	-4	-3.9	-1.4	-4	0.1
CCNC(=O)N1CCN(c2ccc(N3CCN(Cc4ccccc4)[C@@H](C)C3)c(C)c2)[C@@H](C)C1	-6	.	-5.2	-7	-1.3	-1.7	3	-1.4	-2.6	-4	.
CCOC(=O)CC(NC(=O)c1cccs1)c1ccc(C)cc1 (stereo not given)	-3	-0.1	0.0	10	-1.1	0.5	5	-1.3	-0.5	2	0.1
COc1ccccc1NS(=O)(=O)c1cccc(C(=O)NNC(=O)c2ccc(Cl)nc2)c1	0	-0.3	-3.4	3	-1.3	-1.8	1	-0.2	0.0	-2	-1.3
O=C(Nc1nc2ccc(F)cc2s1)C1=NN(c2ccccc2)C(=O)CC1	2	4.3	2.3	-1	-0.3	0.9	0	-1.6	4.1	2	1.2
CCN1C[C@@H]2[C@@H]3C(=O)N(Cc4ccccc4)C(=O)[C@@H]3[C@](Cc3ccccc3)(C1=O)N2C(=O)c1ccccc1	0	-1.0	-0.1	2	-1.1	0.3	-9	1.6	-1.2	-1	-0.6
Cn1c(SCC(=O)c2ccc(F)cc2)nc2cccnc21	-1	0.3	0.0	2	-0.9	-0.3	0	-2.1	-1.4	0	-0.7
CCCC(C)C(=O)Nc1ccc(Cl)cc1Cl (stereo not given)	0	0.6	-2.5	1	-0.8	-0.4	1	0.7	-2.0	-9	0.8
COCCN(CC(=O)Nc1cccc(C)c1C)C(=O)Cn1c(=O)cnc2ccccc21	-1	0.3	0.2	-4	-1.2	0.7	-4	-0.4	-1.8	-3	-0.6
C=CCOc1ccc(/C=C/C(=O)OC(C)C(=O)Nc2ccc(NC(C)=O)cc2)cc1 (stereo not given)	-1	0.7	3.0	5	-1.2	0.1	-2	-1.7	-0.6	0	1.9
c1ccc(-c2cncn2-c2ccccc2)cc1	1	0.9	3.1	2	-1.1	0.8	-3	0.6	1.5	-1	0.5
Cc1cc(C)cc(N2CC(C(=O)OCC(=O)Nc3cc(C)on3)CC2=O)c1 (stereo not given)	0	2.5	6.3	-2	-0.9	-0.5	-3	-0.3	-0.9	-1	-0.9
CCOC(=O)C1=C(C)NC(=O)CC1c1cc2c(cc1Br)OCO2 (stereo not given)	-3	-2.0	0.5	-11	-1.4	1.3	-7	-0.3	-2.2	-4	-0.2
Cc1ccc2cc(C(c3nnnn3C3CCCC3)N(Cc3cccnc3)Cc3ccco3)c(=O)[nH]c2c1 (stereo not given)	0	-0.5	-1.4	-30	0.6	0.3	-2	-0.4	1.0	-11	-1.2
O=C(CSc1ncccn1)c1ccccc1Br	3	5.4	2.9	2	-1.0	0.1	-8	-1.6	0.5	6	4.3*
O=C(NCc1ccccc1)C(=O)NCC1CCCN1S(=O)(=O)c1cccs1 (stereo not given)	1	1.6	1.4	-3	-0.9	-0.1	0	1.0	-1.6	-3	-1.0
O=C(NCc1cccc2ccccc12)C1CCCN(c2nc3ccccc3o2)C1 (stereo not given)	0	.	-0.9	-1	-1.3	0.0	-1	.	1.3	1	.
COc1ccc(C)cc1NC(=O)NNC(=O)C(C)Oc1ccc([N+](=O)[O-])cc1 (stereo not given)	-3	-1.8	-1.7	16	-1.0	-0.8	-2	2.2	-0.1	9.0*	0.5
COc1ccc(Cl)cc1C(=O)Nc1ccc(S(=O)(=O)N2CCCC2)cc1	-2	0.4	3.6	1	-1.1	0.5	16	-1.6	-0.9	-5	0.3
O=C1CSC(c2cccnc2)N1Cc1ccc(Cl)cc1Cl (stereo not given)	3	-0.3	0.6	-2	-0.9	0.0	-2	-3.6	1.7	-3	-1.0
CCOC(=O)c1c(C)c(C)n(Cc2cccc(OC)c2OC)c1C	-4	1.5	-4.2	2	-1.8	-0.6	0	-0.5	-3.3	2	-1.1
Clc1cccc(-c2cc3nc4c(c(NCc5ccco5)n3n2)CCCC4)c1	6	7.4	7.9	-42	-1.0	4.5*	13	-0.6	2.2	-19	0.7
O=C(Nc1ccccc1OC(F)F)c1ccc(N2CCCC2=O)cc1	2	0.8	1.9	-1	-1.6	0.7	4	0.3	-1.8	0	1.3
CN(CCO)C1CN(Cc2cn(Cc3ccccc3F)nn2)S(=O)(=O)C1 (stereo not given)	0	.	0.2	2	-0.9	0.4	-1	.	-0.6	0	.
COC(=O)C1CSC(C(=O)OC)N1C(=O)CN1CCN(c2ccc(OC)cc2)CC1 (stereo not given)	-2	-0.8	-0.4	2	-1.2	-0.2	-5	-1.1	-1.6	0	-0.6
CCn1c(/C=N/n2cnnc2)nc2ccccc21	-3	2.0	0.4	-454	-0.9	0.1	0	-1.1	5.0	-158	1.9
C[C@@]12C(=O)N(CC3CC3)CC(=O)N1[C@H](/C=C/c1ccccc1)[C@@H]1C(=O)N(c3ccccc3)C(=O)[C@@H]12	0	1.0	1.9	3	-0.9	1.3	1	-1.6	-0.3	-6	-1.8
CCOC(=O)c1ccc(NC(=O)CCc2ccc(C)o2)cc1	-1	0.4	-0.5	-7	-1.8	-0.4	-1	0.5	-1.0	-3	1.9
Cc1sc2ncn(CC(=O)NCC3COc4ccccc4O3)c(=O)c2c1S(=O)(=O)N1CCOCC1 (stereo not given)	-3	-0.4	0.6	-7	-1.6	-0.1	-1	-2.1	-1.9	-3	-0.2
O=C(CNC(=O)c1cn2ccccc2n1)Nc1ccc(F)c(F)c1	6	4.0	8.7	2	0.2	6.2*	0	-2.5	2.4	0	3.1
O=S(=O)(Nc1ccc2cn[nH]c2c1)c1cc(Br)ccc1Br	3	1.3	2.0	3	0.7	0.0	-6	0.9	4.6	3	-1.3
O=c1cc(-c2ccccc2)nc2cc(-c3ccco3)[nH]n12	-2	0.6	0.6	-60	-0.1	0.4	0	1.1	-0.6	-21	0.9
O=C(CCN1CCc2ccccc2C1)Nc1ccccc1	-3	1.5	1.5	-7	0.0	0.0	-2	-0.4	3.2	-3	-0.6
COC(=O)C(Cc1ccccc1)NC(=O)CCC(=O)NC(C)CCc1ccccc1 (stereo not given)	-5	-0.9	-1.0	-10	-2.0	-0.4	-8	-0.2	-2.6	-6	-3.2
COc1ccc(-n2ncc3c(N4CCN(c5cc(C)ccc5C)CC4)ncnc32)cc1	-3	3.2	-0.4	-10	-0.4	0.2	0	-1.9	-2.6	1	1.6
CC(OC(=O)c1ccccc1C(=O)N(C)C1CCCCC1)C(=O)NC1(C#N)CCCCC1 (stereo not given)	-2	0.0	2.2	-10	-1.4	-0.1	0	-0.7	0.4	-3	-0.5
Nn1c(Cc2ccccc2)nnc1Cc1ccccc1	1	2.2	0.2	1	-0.8	0.1	3	-2.1	0.7	-1	1.6
Cc1cccc2sc(N(CCN(C)C)C(=O)/C=C/c3cccs3)nc12	-4	-3.9	0.4	1	-1.0	-0.3	-9	-1.0	-0.3	2	-2.2
COc1ccccc1NC(=S)NNC(=S)Nc1ccc(OC(F)F)cc1	3	6.5	4.0	9	-1.6	-0.2	-3	-2.0	-2.2	3	-1.0
Cc1cc(C)c(CN2CCN(C(=O)Cn3ccc(N)nc3=O)CC2)c(C)c1	-1	2.0	-0.1	7	-1.4	-0.2	0	-1.8	0.2	-2	-0.3
CC(C)CC(=O)N1CCN(C(=O)c2ccc(-c3ccccc3)cc2)CC1	-2	1.1	-1.3	-6	-1.3	0.1	7	-1.7	0.2	-2	-0.1
COc1ccccc1NS(=O)(=O)c1cc(NC(=O)CCC2CCCC2)ccc1N1CCOCC1	0	-0.9	2.5	-5	-1.1	0.5	-2	0.6	0.7	-4	0.8
COc1ccc(S(=O)(=O)N2CCCN(CC(=O)Nc3ccc(OC)c(Cl)c3)CC2)cc1	-2	1.1	-1.5	5	-1.1	-2.0	2	1.6	-2.0	1	-1.7
COc1cc(C)nc(N2CCCC(C(=O)Nc3ccccc3Br)C2)n1 (stereo not given)	2	1.6	0.0	1	0.7	-0.1	-3	-0.6	-0.5	-4	0.0
Cc1ccc(S(=O)(=O)c2nc(-c3ccccc3Cl)oc2N(C)C)cc1	-2	-0.9	-1.2	-8	-1.4	-0.1	0	0.0	-0.4	2	0.6
Cc1ccc(Cl)cc1NC(=O)c1cc(NC(=O)CCCC(=O)O)ccc1N1CCCCC1	0	3.9	1.3	-3	-0.9	0.8	-2	-1.4	-1.0	-2	1.5
COC(=O)c1ccc(Cn2cc(Cl)cn2)cc1	-3	0.7	-0.2	-4	-0.8	0.1	3	-0.2	-1.7	-6	0.5
O=C(Nc1ccc(F)c([N+](=O)[O-])c1)c1ccc2c(c1)OCCO2	1	4.0	7.2	7	-0.7	-0.3	3	-2.3	0.1	2	-0.8
C=CCNC(=O)CN(Cc1ccccc1)S(=O)(=O)c1ccccc1	0	1.1	-1.2	7	-1.4	0.3	2	-3.9	-1.5	-1	-0.7
CCC(c1nnnn1Cc1ccc2c(c1)OCO2)N1CCN(c2ccccc2)CC1 (stereo not given)	-3	0.2	0.8	0	-1.0	-0.6	0	-0.5	-2.0	-1	0.2
O=C(NC(c1ccc(Cl)cc1)c1cnccn1)C1CCN(Cc2ccccc2)CC1 (stereo not given)	-5	-1.1	0.6	-16	-0.5	0.1	0	1.1	0.2	-2	.
CC(=O)c1ccccc1N(C(=O)c1ccco1)C(C(=O)NC1CCCC1)c1ccc(N2CCOCC2)cc1 (stereo not given)	-3	-0.8	-0.6	2	-1.5	0.8	-1	0.0	-0.1	-2	0.6
C/C(=N\OCC(=O)Nn1c(=O)[nH]c2ccccc2c1=O)c1cccs1	-3	1.1	0.8	-19	-0.9	0.1	-4	4.6	-1.6	-6	2.1
